# Screening results from PubChem.
# PTHR1 ag: qHTS for PTHR1 Agonists: Primary Screen; Parathyroid hormone/parathyroid hormone-related peptide receptor (Homo sapiens), Q03431; HEK293 GP2 PTHR1 cells, GloSensor cAMP luminescence, 1 h; Potency, µM (highest dose often 115 µM), for the others: top-dose activation, hits mostly activators; actives 0.075% (n = 410,000); AID 743266, 2014; also: potency is read from the fitted curve at half-maximal effect; nearly all actives have a fitted effect of over 55% in size; some results filed as inactive show a strong effect at the top dose; inactives centre near -15; many of its hits are not listed in these tables
# Target sequence (Q03431 whole entry, looked up): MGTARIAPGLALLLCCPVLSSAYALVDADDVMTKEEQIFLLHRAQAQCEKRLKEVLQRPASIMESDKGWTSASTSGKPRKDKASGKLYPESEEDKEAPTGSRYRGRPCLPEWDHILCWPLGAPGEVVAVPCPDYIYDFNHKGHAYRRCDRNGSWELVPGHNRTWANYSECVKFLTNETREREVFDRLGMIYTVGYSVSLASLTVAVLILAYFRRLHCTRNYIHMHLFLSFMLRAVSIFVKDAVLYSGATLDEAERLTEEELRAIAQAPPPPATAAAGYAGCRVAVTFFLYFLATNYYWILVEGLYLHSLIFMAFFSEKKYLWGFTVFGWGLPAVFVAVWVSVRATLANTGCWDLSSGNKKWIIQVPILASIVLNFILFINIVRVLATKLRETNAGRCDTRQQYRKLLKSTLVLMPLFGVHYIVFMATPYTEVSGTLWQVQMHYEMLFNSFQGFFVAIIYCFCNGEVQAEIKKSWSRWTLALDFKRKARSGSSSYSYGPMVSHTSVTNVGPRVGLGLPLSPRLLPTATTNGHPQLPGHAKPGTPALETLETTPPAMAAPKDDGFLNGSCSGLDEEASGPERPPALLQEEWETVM
#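 HEK-293-derived GP2 cells expressing PTHR1 and a GloSensor cAMP reporter, 3,000/well, plated overnight, given luciferin plus IBMX (each 0.5 mM as added) for 1 h at 37 °C, then compound for 1 h at 37 °C. Luminescence was read after 15 min at room temperature.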
# D3 antag: qHTS of D3 Dopamine Receptor Antagonist: qHTS. D3R cells, DiscoveRx beta-arrestin luminescence, antagonist mode; active compounds read low. max response, negative = inhibition, %. actives 2.5% (n = 360,000); in the data active = max response below about -50%; inconclusive = no clear call, values can overlap the other calls; also: % is scaled to controls: 0 for no effect and ±100 for the full control effect; mostly tested at two doses, the higher about 12 µM
# Target sequence (P35462 whole entry, looked up): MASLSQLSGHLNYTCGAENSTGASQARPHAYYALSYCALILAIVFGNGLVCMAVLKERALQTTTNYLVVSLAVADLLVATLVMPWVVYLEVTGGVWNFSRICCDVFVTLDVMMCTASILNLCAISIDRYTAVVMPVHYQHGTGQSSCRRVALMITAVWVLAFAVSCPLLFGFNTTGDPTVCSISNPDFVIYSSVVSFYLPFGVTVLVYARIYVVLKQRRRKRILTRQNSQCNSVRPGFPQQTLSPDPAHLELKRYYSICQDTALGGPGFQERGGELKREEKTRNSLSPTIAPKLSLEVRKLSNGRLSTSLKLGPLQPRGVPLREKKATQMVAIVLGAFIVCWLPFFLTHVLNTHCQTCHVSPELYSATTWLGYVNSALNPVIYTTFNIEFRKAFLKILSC
#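 Cells expressing the human receptor were seeded at 1500 cells/well, incubated overnight at 37 degrees C in 5% CO2, then exposed to library compounds with dopamine controls for 90 minutes at 37 degrees C before luminescent detection.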
# pAkt inh: HTS Assay for Inhibitors of Akt Phophorylation: Primary Screen | activity change, % for hits at 50 µM | actives 0.32% (n = 360,000) | Neuro2A IGF-stimulated pAkt S473 HTRF, 20 min; active compounds read low; in the data active = activity change below about -80%; inconclusive = mostly about -51% to -80%; also: % is scaled to controls: 0 for no effect and ±100 for the full control effect
#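 Neuro2A cells (4,500/well, DMEM with 0.5% FBS) were treated with compound at a single 50 µM final concentration, stimulated with 6 nM IGF for 20 min at 37 °C, and lysed. Phospho-Akt Ser473 was read by HTRF as 665/615 ratio ×10^4.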
# EPAC2 ag: qHTS for Agonist of cAMP-regulated guanine nucleotide exchange factor 4 (EPAC2): primary screen. Potency, µM (highest dose often 154 µM), for the others: at the top dose activation, actives largely listed as activators. Rap guanine nucleotide exchange factor 4 (Homo sapiens), Q8WZA2. AID 720711, 2013. EPAC2 activation, biochemical qHTS; response scale: 100% = 6.5 mM cAMP response. actives 0.079% (n = 360,000); also: potency is read from the fitted curve at half-maximal effect; nearly all actives have a fitted effect of over 50% in size
#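 Each well held 100 nM EPAC2, 250 nM RAP1B-BODIPY-GDP and 50 uM GDP. Fluorescence, read at 5-min intervals to 30 min, was referenced to a 6.5 mM cAMP positive control.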
# Mm-Cpn inhibitor: Inhibitors of TCP-1 ring complex (TRiC) of Methanococcus maripaludis (MmCpn): qHTS; Chaperonin Mm-Cpn (Methanococcus maripaludis); purified Mm-Cpn ATPase, ADP Transcreener TR-FRET; Potency, µM (top dose mostly 76.9 µM), for the others: top-dose activity, negative = inhibition, actives largely listed as inhibitors; actives 0.031% (n = 330,000); AID 504842, 2011; also: potency is read from the fitted curve at half-maximal effect; % is scaled to controls: 0 for no effect and ±100 for the full control effect; nearly all actives have a fitted effect of over 80% in size
#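 Inhibition of chaperonin ATP hydrolysis is measured as reduced ADP production, detected by competitive TR-FRET in which signal falls with ADP. Final enzyme 25 nM and ATP 10 uM, reacted 30 min at 37°C.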
# D3 ag: qHTS of D3 Dopamine Receptor Agonist: qHTS; D(3) dopamine receptor (Homo sapiens), P35462; D3R DiscoveRx beta-arrestin cells, luminescence, 90 min; max activation, %; actives 0.58% (n = 410,000); AID 652048, 2013; in the data active = max activation above about 30%; also: 0% is about no effect; mostly tested at two doses, the higher about 12 µM
#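 Agonist mode: compounds and dopamine controls were applied to plated cells for 90 min at 37 degrees C after an overnight attachment at 1500 cells/well. Luminescent read-out followed 30 - 60 minutes at room temperature with DiscoveRx detection reagent.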
# CCT modulator: High-Throughput Screening for Modulators of Cytosolic Chaperonin Activity | purified chaperonin ATPase assay, HTRF ADP detection, 30 min | activity change, % (no concentration beside the values), hits read low | actives 0.3% (n = 360,000) | AID 651819, 2012; in the data active = activity change below about -30%; also: % is scaled to controls: 0 for no effect and ±100 for the full control effect
#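 We incubate TRiC, 40 or 20 nM final, with library compounds at 76 uM and 10 uM ATP for 30 min at 37 °C. ADP formed is detected with Transcreener HTRF reagents after 30 min at room temperature.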
# EPAC2 antag: qHTS for Antagonist of cAMP-regulated guanine nucleotide exchange factor 2 (EPAC2): primary screen; Rap guanine nucleotide exchange factor 4 (Homo sapiens), Q8WZA2; AID 720708, 2013; EPAC2 GEF exchange of Rap1B-BODIPY-GDP, fluorescence; Potency, µM (top dose mostly 114 µM), for the others: top-dose activity, negative = inhibition, actives largely listed as inhibitors; actives 0.18% (n = 360,000); also: potency is read from the fitted curve at half-maximal effect; % is scaled to controls: 0 for no effect and ±100 for the full control effect; nearly all actives have a fitted effect of over 45% in size; many of its hits are not listed in these tables
# The depositor's hits bear a star; i = inactive; ? = inconclusive; / = not tested or not shown; & = joins results of further samples; [ ] = dose if it differs, or a comment. Unless noted, calls follow the shape of the dose curve; as a rule, active = well fitted curve in the direction sought with a large enough effect; inconclusive = small, poorly fitted or top-dose-only effect, or another doubt; inactive = no such curve, though single readings can be large; an effect the other way counts as inactive or inconclusive. Only part of the results is shown. The share of hits here may be higher or lower than overall.
SMILES	PTHR1 ag	D3 antag	pAkt inh	EPAC2 ag	Mm-Cpn inhibitor	D3 ag	CCT modulator	EPAC2 antag
CCOc1ccccc1-c1nc(-c2ccc(NC(=O)Cc3ccc(OC)cc3)cc2)no1	i	3.4	i	6.1%	-18.1%	6.9	-24.2	1.8%
Cc1ccc(C(=O)NC(=S)Nc2ccc(NC(=O)c3cccc(Cl)c3)cc2)cc1	-24.2%	6.4	i	1.6%	2.1%	4.2	0.9	32.2%[activator]
Cc1cccc(NC(=O)CCNC(=O)c2ccc(Br)cc2)c1	-0.9%	-2.9	i	10.8%	-2.8%	-4.6	-1.0	3.6%
CCNC(=S)Nc1ccc(NC(=O)c2ccccc2O)cc1	-26.9%	?	i	6.3%	-4.2%	-30.8	-1.2	4.6%
COc1ccc(CC(NC(C)=O)C(=O)NC2CCN(C(=O)c3ccc(OC)c(OC)c3)CC2)cc1OC (stereo not drawn)	i	14.1	i	1.3%	0.2%	0.6	1.0	-7.1%
C(=N\Nc1ccccn1)/c1cccnc1	i	-14.2	i	2.5%	-4.2%	-3.1	1.0	-0.2%
CCNC(=O)c1ccc(NC(=O)CC2SC(N3CCCCC3)=NC2=O)cc1 (stereo not drawn)	-28.3%	8.9	i	4.4%	-0.3%	3.2	0.4	2.8%
C=CCn1c(N)cc(=O)nc1SCC(=O)Nc1ccccc1	i	-6.4	i	-0.5%	-1.9%	-2.6	2.2	4.0%
COc1ccc2ccc(OC)c(/C=N/n3cnnc3)c2c1	i	16.8	i	-1.5%	-0.1%	2.8	0.3	-12.5%
S=C(NCCSCc1c(Cl)cccc1Cl)Nc1ccccc1	-74.0%[inhibitor][57.5 µM]	-26.5	i	27.7%	-7.9%	-6.3	0.6	-1.4%[57.1 µM]
COC(=O)c1nccnc1C(=O)Nc1ccccc1N1CCOCC1	-6.2%	-17.0	i	8.5%	2.6%	-9.4	-4.0	6.7%
COc1ccc(NC(=S)NC23CN4CN(CN(C4)C2)C3)c(OC)c1	i	10.9	i	-5.9%	-0.3%	3.3	0.2	8.6%
Cc1ccc(NC(=O)CCN2C(=O)CSC2=O)c(C)c1	i	7.2	i	-0.6%	-0.2%	-0.5	-2.1	11.1%
CCC1CCCCN1C(=O)CCS(=O)(=O)c1ccccc1 (stereo not drawn)	i	-13.7	i	1.7%	-1.1%	-13.3	-1.3	15.2%
Cc1cccc(-[n+]2c(-c3cccc(Br)c3)[nH]c3nc4ccccc4nc32)c1	-19.7%	13.7	i	9.6%	2.2%	25.9	-7.0	-2.1%
Cc1[nH]c(=S)c(C#N)c(-c2ccccc2)c1C(=O)Nc1ccccc1	i	4.0	i	2.3%	?	0.5	3.0	-4.2%
O=C(Nc1nnc(S(=O)(=O)N2CCOCC2)s1)c1cccc(Br)c1	-32.6%&-34.8%[inhibitor]	-5.9	i	3.1%	-2.4%	-5.9&7.9	-2.9	-8.2%
CCC(Sc1nc2n[nH]c(C)c2c(=N)n1-c1cccc(Cl)c1)C(=O)NCCOC (stereo not drawn)	i	-14.6	i	-0.3%	-2.1%	1.7	-1.9	-0.6%
COc1cc(OC)cc(C(=O)NNC(=O)C2CCC2)c1	-21.4%	-19.9	i	3.2%	/	-4.8	-2.1	3.0%
O=C(Nc1ccccc1N1CCCCC1)c1cccc(OC(F)F)c1	-30.1%[inhibitor]	-5.7	i	11.9%	3.3%	-4.8	-0.1	-20.6%
O=C(NCC1CCCO1)c1cccnc1Nc1ccccc1F (stereo not drawn)	i	14.2	i	-6.8%	1.5%	10.3	-1.4	5.8%
Cc1ccc(-c2nc(CN3CCCCC3CCN3CCCC3=O)c(C)o2)o1 (stereo not drawn)	i	6.2	i	12.6%	-4.6%	-1.5	1.0	4.2%
CCOc1ccc(C(C)NC(=O)c2ccc3c(c2)NC(=O)C(C)S3)cc1OCC (stereo not drawn)	-11.5%	-4.6	i	-8.6%	-0.1%	0.1	-2.2	51.8%[activator]
CN(C)C(CNc1ccc(C(N)=O)cc1[N+](=O)[O-])c1ccccc1 (stereo not drawn)	i	-6.4	i	6.4%	-0.5%	-3.1	-1.5	-13.1%
COc1cccc(NC(=S)NCc2cccs2)c1	-8.3%	-11.4	i	19.1%	0.6%	-1.5	1.5	27.2%

# Compounds listed so far containing an aryl thioether with sulfur outside any ring:
SMILES	PTHR1 ag	D3 antag	pAkt inh	EPAC2 ag	Mm-Cpn inhibitor	D3 ag	CCT modulator	EPAC2 antag
C=CCn1c(N)cc(=O)nc1SCC(=O)Nc1ccccc1	i	-6.4	i	-0.5%	-1.9%	-2.6	2.2	4.0%
CCC(Sc1nc2n[nH]c(C)c2c(=N)n1-c1cccc(Cl)c1)C(=O)NCCOC (stereo not drawn)	i	-14.6	i	-0.3%	-2.1%	1.7	-1.9	-0.6%

# (list continues)
SMILES	PTHR1 ag	D3 antag	pAkt inh	EPAC2 ag	Mm-Cpn inhibitor	D3 ag	CCT modulator	EPAC2 antag
COc1ccc([C@H]2C[C@H](O)[C@@H](n3cc(C4CC4)nn3)CN2C(=O)c2cccs2)cc1	-15.6%	14.7	i	-7.9%	/	4.3	0.0	5.3%
CCOC(=O)CC[C@H](NC(=O)Cn1cnc(C(=O)Nc2ccc(C)c(C)c2)n1)C(=O)OCC	-31.6%	-24.9	i	2.7%	-0.6%	3.0	-1.4	-4.4%
CCOC1=C2[C@@H](CN(S(=O)(=O)c3ccc(C)cc3)[C@H]2c2cccc3ccccc23)[C@H]2C(=O)NC(=O)[C@H]2C1	i	0.0	i	17.0%	/	-9.6	0.2	-8.0%
O=C(Nc1cc2c3c(c1)CC(=O)N3CCC2)c1ccc(Cl)cc1	i	-9.2	i	0.8%	-0.9%	-23.5	-1.8	4.7%
Cc1c(/C=C(\C#N)c2nn(-c3ccccc3)c(N)c2C#N)c2ccccc2n1Cc1ccc(F)cc1	i	4.0	i	0.5%	-3.0%	2.7	-1.8	-16.6%
CC1CCN(c2ccc(C(=O)O)cc2N)CC1	i	22.8	i	3.1%	-0.9%	2.5	0.4	-3.3%
O=C(NCc1nc2ccccc2[nH]1)c1ccc(S(=O)(=O)N2CCOCC2)cc1	?	-0.3	i	4.9%	-0.7%	-3.6	0.1	-7.4%
CCC1Oc2ccc(C)cc2N(CC(=O)N(Cc2ccncc2)Cc2ccco2)C1=O (stereo not drawn)	-3.5%	-1.8	i	-6.1%	-13.7%	3.1	0.4	-2.9%
O=S(=O)(Nc1cccc(Oc2cnccn2)c1)c1ccc(F)cc1	i	-19.0	i	3.1%	-0.6%	-20.6	-0.5	2.3%
Cn1cc(C2CC(c3ccccc3)=NN2C(=O)c2ccccc2)c2ccccc21 (stereo not drawn)	i	?	i	16.5%	0.3%	-18.3	-3.3	-9.5%
CN(C)S(=O)(=O)N1CCN(CC(O)COc2ccc(-c3ccccc3)cc2)CC1 (stereo not drawn)	-14.3%	4.7	i	9.4%	-0.4%	12.5	0.6	2.1%
COC(=O)C[C@H]1c2ccc(C(F)(F)F)cc2S(=O)(=O)N1Cc1ccccc1	-2.5%	18.6	i	10.0%	/	-9.2	-1.1	-12.6%
CCOc1cc(/C=C/c2nc3ccccc3c(=O)[nH]2)ccc1O	-35.6%[inhibitor]	2.1	i	-1.1%	0.1%	3.8	-0.7	-6.0%
Cc1cc(S(=O)(=O)NCc2ccncc2)c(C)cc1Br	-0.2%	31.4	i	-1.7%	-5.5%	7.0	-2.8	2.0%
CCOC(=O)Cn1c(S(=O)(=O)Cc2ccccc2Cl)nc(-c2ccccc2)c1-c1ccccc1	-30.6%[inhibitor][57.5 µM]	25.1	i	2.9%	0.0%	-8.4	-9.8	-5.5%
Nc1cc(-c2ccc(Cl)cc2)nn1-c1ccccc1	-12.6%	-15.5	i	-5.0%	-1.3%	6.3	0.9	8.8%
Cc1ccc(S(=O)(=O)CCC(=O)Nc2nnc(-c3ccc(F)cc3)o2)cc1	-5.7%	-7.7	i	2.7%	2.4%	4.2	-0.1	-6.8%
O=C(COc1ccccc1[N+](=O)[O-])Nc1cccc(C(=O)Nc2ccccc2C(=O)O)c1	-13.2%	36.9	i	1.6%	-5.9%	-1.1	-0.8	-8.5%
CC(C)C(=O)NNc1ccc(C(F)(F)F)cn1	19.7%	-18.6	i	12.4%	-3.0%	-17.3	-3.1	2.9%
Nc1[nH]c(N=NC(=O)c2ccc(F)cc2)c2ccccc12	i	0.0	i	8.9%	1.5%	2.4	-0.3	3.4%
CCOC(=O)C1CCN(C(=O)CN(c2cccc(OC)c2)S(=O)(=O)c2ccccc2)CC1	-0.6%[57.5 µM]	0.0	i	1.9%	-0.5%	-3.3	-3.5	-4.6%
O=C(Nc1ccc(Cl)cc1)N1CCC(c2nc(-c3ccc(F)cc3)no2)CC1	-14.3%[57.5 µM]	17.5	i	8.4%	0.1%	-7.7	-0.2	-5.6%
O=C(Cn1nc(C(=O)O)c2ccccc2c1=O)Nc1cccc(S(=O)(=O)N2CCOCC2)c1	-8.9%	24.3	i	1.8%	-0.3%	5.0	1.2	0.6%
O=C(CCNC(=O)c1ccco1)Nc1ccc(Cl)c(C(F)(F)F)c1	i	-7.2	i	2.5%	2.5%	-8.2	-0.8	-2.2%
O=C(NC1CCCCCC1)c1c(F)c(F)c(F)c(F)c1F	-6.6%[57.5 µM]	-6.1	i	8.3%	-0.9%	0.3	-0.3	-1.2%
CN(C)c1ccc(C2OC(=O)C3(CCCC3)C(=O)C2(C)C)cc1 (stereo not drawn)	?	21.9	i	5.1%	/	0.0	-0.8	-5.8%
Cc1cccc(C)c1NC(=S)N1CC(C)OC(C)C1 (stereo not drawn)	-2.2%	-1.6	i	4.5%	1.8%	-2.7	0.5	7.1%
